# NOD1 NF-kB reporter: NOD1 signaling inhibitors, primary screen, cell-based, luminescence, uHTS (AID 1578). inhibition, % at 4 µM; hits with a dose series show EC50 in µM. 290,000 tested, 1% active. NOD1-driven NF-kB luciferase reporter cells, luminescence; higher % means a stronger effect; in the data active means inhibition mostly above about 36%, no sharp cut-off; inactive means mostly below about 34%;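 further: HEK-293T reporter cells stimulated with the NOD1 agonist gamma-tri-DAP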
# KOR beta-arrestin-1: kappa opioid receptor blockers – cell-based, luminescence, uHTS (AID 1778). KOR beta-arrestin recruitment, luminescence, antagonist mode; higher % means a stronger effect. inhibition, % at 10 µM, or IC50 in µM where a hit was titrated. 290,000 tested, 0.091% active; further: strong numbers were not always called active
# M17LAP inhibition: P. falciparum M17LAP inhibitors, primary screen, biochemical, fluorogenic H-Leu-NHMec substrate, 1536-well (AID 1619). recombinant M17LAP, H-Leu-NHMec fluorogenic kinetic assay; higher % means a stronger effect. 220,000 tested, 0.38% active. one-dose inhibition, % at 30 µM; IC50 in µM for titrated hits;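 active means compound inhibiting the enzyme by more than half at any dose during confirmatory dose-response retesting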;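 further: plate controls were full reaction with DMSO carrier for no effect and no enzyme background for full effect; strong numbers were not always called active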
# M1AAP inhibition: malaria alanyl aminopeptidase activity blockers – biochemical, fluorogenic H-Leu-NHMec substrate, 1536-well (AID 1445); recombinant M1AAP, H-Leu-NHMec fluorogenic kinetic assay; higher % means a stronger effect; inhibition, % at 30 µM; hits with a dose series show IC50 in µM; 220,000 tested, 0.42% active;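 active means primary inhibition above the hit cutoff, then over 50% inhibition at one or more dose response concentrations, cut at about 23% in these data, passing the limit was not always enough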;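 further: plate controls were DMSO full reaction for no effect and no enzyme background for full effect; strong numbers were not always called active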
# Dynein cargo inh: dynein cargo transport inhibition; 220,000 tested, 0.47% active; 3617.4 mouse cells, GR-EGFP nuclear translocation imaging; test concentration mostly 20 µM; stimulated with dexamethasone, 1 µM; stronger effect = lower value; z-score, hits read low;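 active means plate z-score of nuclear minus cytoplasmic receptor signal below a set negative limit, without overly bright fluorescence or cell loss, cut at about -3.5 in these data, passing the limit was not always enough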;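 further: z-score of nuclear minus cytoplasmic ring GR-EGFP intensity difference per well; some compounds called inactive have numbers as strong as hits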
#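 Buffer or medium: tet-free, stripped-serum medium; Also added: dexamethasone, 1.0 µM final; Technique: high-content fluorescence imaging after fixation; Times: 48 h induction, 1 h compound, 30 min dex at 37 °C; Read-out: per-cell GR-EGFP intensity, nucleus versus surrounding cytoplasmic ring, well-averaged.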
# AID2073: disruptors of CaV2.2 binding to Mint1 – biochemical, HTRF (AID 2073); HTRF protein-protein interaction, Mint1-CaV2.2; higher % means a stronger effect; inhibition, % at 20 µM; hits with a dose series show IC50 in µM; 290,000 tested, 0.19% active; in the data active means inhibition mostly above about 51%, no sharp cut-off; further: some results filed as inactive read as strong as hits
# NOD2 inhibition: NOD2 signaling inhibitors, cell-based, luminescence, uHTS, HEK293 (AID 1566); inhibition, % at 4 µM; hits with a dose series show EC50 in µM; 290,000 tested, 0.63% active; HEK293 NOD2/NF-kB luciferase reporter, luminescence; higher % means a stronger effect; further: many of its hits are not listed in these tables
# GPR55 activation: GPR55 agonists via beta-arrestin recruitment, primary screen, imaging, U2OS cells, beta-arrestin-GFP redistribution (AID 1961) | activation, % at 10 µM, or EC50 in µM where a hit was titrated | 290,000 tested, 0.048% active | U2OS GPR55 beta-arrestin-GFP redistribution imaging; higher % means a stronger effect;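 active means activation above 40% with more than 50 cells counted in the well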;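 further: U2OS osteosarcoma cells stably expressing GPR55 and beta-arrestin-GFP; plate controls were DMSO negative control for no effect and LPI positive control for full effect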
# KOR beta-arrestin-2: KOR agonists, beta-arrestin recruitment, primary screen, cell-based, luminescence, uHTS (AID 1777); KOR beta-arrestin recruitment, luminescence; higher % means a stronger effect; activation, % at 10 µM; hits with a dose series show EC50 in µM; 280,000 tested, 0.02% active; in the data active means activation above about 50%, passing the limit was not always enough; further: a part of the inactive calls stands beside numbers as strong as those of hits
# Dynein cargo inh cytoplasmic EGFP: recorded beside Dynein cargo inh, whose call it bears; z-score; measured here: cytoplasmic GR-EGFP intensity; stronger effect = higher value
# Dynein cargo inh nuclear GR-EGFP: also measured in Dynein cargo inh; calls as there; z-score; measured here: nuclear GR-EGFP intensity;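 lower value marks the stronger effect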
# Dynein cargo inh cell count: further read-out of Dynein cargo inh, marked with its call; z-score; measured here: cell count per field
# Starred values were filed as active, the others as inactive; / = not tested or not shown; [ ] = another dose, or the depositor's remark. Unless noted, no stated cut-off is given here; in the data, active means inhibition above about 50%; inactive means the rest. Some of the compounds tested, so the mix of outcomes need not match the whole.
SMILES,NOD1 NF-kB reporter,KOR beta-arrestin-1,M17LAP inhibition,M1AAP inhibition,Dynein cargo inh,Dynein cargo inh cytoplasmic EGFP,Dynein cargo inh nuclear GR-EGFP,Dynein cargo inh cell count,AID2073,NOD2 inhibition,GPR55 activation,KOR beta-arrestin-2
COc1ccc(S(=O)(=O)N2CCC(C(N)=O)CC2)cc1C(=O)N1CCCCCC1,-13%,-18%,/,/,/,/,/,/,11%,-2%,0.3%,5.0%
Cc1cc(C(=O)N(C)Cc2c(F)cccc2Cl)c2ccccc2n1,-42%,8%,/,/,/,/,/,/,-1%,6%,-0.2%,0.0%
CCC(Oc1ccccc1)C(=O)Nc1nnc(C)s1 (stereo not drawn),-8%,-32%,7%,3%,1.2,-0.21,0.65,0.33,-10%,9%,-0.1%,3.8%
CC1CCN(C(=O)Cn2c(=O)oc3ccccc32)CC1,-10%,8%,5%,11%,0.88,-0.23,0.74,0.83,-1%,-2%,-0.3%,-4.0%
Cc1cccc2nc(CSC(=N)N)c(Br)n12,37%,-10%,-3%,3%,-0.39,-0.2,-0.16,-0.0011,-28%,-9%,-0.1%,-4.7%
CCOc1ccc(CCNC(=O)Cn2c(=O)c3cccn3c3cccnc32)cc1,-8%,-11%,/,/,/,/,/,/,18%,13%,-0.2%,-3.8%
Cn1c(=O)c2c(nc(CN3CCN(CCO)CC3)n2CCc2ccccc2)n(C)c1=O,-6%,10%,0%,-1%,-0.26,-0.25,0.17,0.24,4%,15%,-0.1%,0.0%
CCOC(=O)C1CCN(S(=O)(=O)c2cc(C(=O)OC)n(C)c2)CC1,-24%,-2%[20 µM],/,/,/,/,/,/,11%,18%,-0.1%,-4.5%
CCC(C(=O)OCC(=O)N1C(C)CCCC1C)c1ccccc1 (stereo not drawn),-6%,-11%,/,/,/,/,/,/,7%,-15%,-0.1%,-4.8%
C=CCn1c(SCc2ccc(Cl)cc2)nc2c1c(=O)[nH]c(=O)n2C,-23%,-23%,-8%,1%,-1.1,-0.18,-0.3,0.32,-1%,8%,0.2%,-1.2%
C[C@]12C(=O)N(c3ccc(C(F)(F)F)cc3)C(=O)N1[C@@H]1c3ccccc3OC[C@@H]1[C@H]2c1ccccc1,-12%,-37%[20 µM],/,/,/,/,/,/,9%,-2%,0.0%,/
Nc1nn(-c2ccccc2)c(N)c1N=Nc1cccc(F)c1,0%,-46%,-4%,10%,-0.97,-0.28,-0.87,1.6,-7%,-174%,0.3%,-0.6%
Cc1ccc(S(=O)(=O)NNC(=S)NC(C)(C)C)cc1,-2%,16%,12%,9%,-0.68,-0.12,-0.25,0.13,-1%,7%,-0.1%,6.0%
COCCn1c(CN2CCc3ccccc3C2)nc2c1c(=O)n(C)c(=O)n2C,-6%,-14%[20 µM],6%,0%,-0.4,-0.099,-0.064,1,1%,2%,-0.1%,-2.6%
CCN(CC)c1nc(N)c([N+](=O)[O-])c(NCCO)n1,-1%,-18%,41%,8%,0.014,-0.26,0.45,-0.56,7%,-2%,-0.4%,6.9%
CCCCCCCC(=O)NC1=NC(=O)C(C)(C)S1,-2%,10%,-11%,-1%,0.65,-0.066,0.67,0.039,2%,17%,0.3%,0.8%
C[C@H](NC(=O)c1nc[nH]c1C(=O)NCC(=O)OC(C)(C)C)c1ccccc1,7%,-13%[20 µM],/,/,/,/,/,/,3%,16%,-0.2%,-4.2%
Cc1cc(=O)oc(C)c1C(=O)NCc1ccccc1,10%,-9%,-8%,1%,0.59,-0.21,1.3,-0.44,-3%,10%,-0.1%,1.5%
COc1ccc(CNC(=O)C/C(C)=N/NC(=O)c2ccc([N+](=O)[O-])cc2Cl)cc1,-16%,4%,-2%,8%,3,-0.082,1.4,-1.1,-1%,15%,0.1%,-3.4%
CCN(Cc1ccccc1)S(=O)(=O)c1ccc(C(=O)Nc2nnc(C)o2)cc1,12%,26%,/,/,/,/,/,/,9%,24%,-0.1%,-6.0%
COc1cccc(O[C@@H]2O[C@@H]3COC(C)(C)O[C@H]3[C@H](O)[C@H]2NC(C)=O)c1,-34%,25%,22%,7%,-0.063,-0.21,-0.04,-0.19,4%,3%,-0.4%,4.1%
Cc1cccc(-n2nc(C)cc2N)c1,6%,15%,2%,2%,-0.31,-0.24,-0.99,0.61,26%,-2%,-0.2%,-0.3%
CCn1nc(NS(=O)(=O)c2ccccc2)c2cc3cccc(C)c3nc21,0%,-26%,2%,9%,0.53,-0.17,0.27,0.18,4%,22%,0.0%,-1.2%
CCOC(=O)C1=C(C)N=c2s/c(=C\c3cccc(OCC(=O)O)c3)c(=O)n2C1c1ccccc1 (stereo not drawn),-17%,-5%[20 µM],/,/,/,/,/,/,15%,0%,-0.1%,-2.0%
O=C(O)COc1ccccc1/C=N/NC(=O)Cc1ccccc1,4%,-38%[20 µM],/,/,/,/,/,/,6%,2%,-0.1%,2.3%

# Next part; the last 2 above are carried over.
SMILES,NOD1 NF-kB reporter,KOR beta-arrestin-1,M17LAP inhibition,M1AAP inhibition,Dynein cargo inh,Dynein cargo inh cytoplasmic EGFP,Dynein cargo inh nuclear GR-EGFP,Dynein cargo inh cell count,AID2073,NOD2 inhibition,GPR55 activation,KOR beta-arrestin-2
CCOC(=O)C1=C(C)N=c2s/c(=C\c3cccc(OCC(=O)O)c3)c(=O)n2C1c1ccccc1 (stereo not drawn),-17%,-5%[20 µM],/,/,/,/,/,/,15%,0%,-0.1%,-2.0%
O=C(O)COc1ccccc1/C=N/NC(=O)Cc1ccccc1,4%,-38%[20 µM],/,/,/,/,/,/,6%,2%,-0.1%,2.3%
CC(C)OCCCNC(=O)C(=O)NCCCOC(C)C,6%,3%,6%,1%,0.046,-0.19,-0.25,-0.15,8%,16%,-0.1%,-0.9%
COc1ccc(CC(=O)NCc2nnc(SCC(=O)Nc3nccs3)n2C)cc1,-32%,-23%,-27%,0%,-1.1,-0.23,-0.68,0.72,5%,-1%,-0.6%,4.3%
COC(=O)c1cc(OC)c(OC)cc1NCC(=O)Nc1cccc(C(F)(F)F)c1,-4%,-7%,-7%,12%,0.61,-0.14,1.2,-1,-4%,4%,0.5%,10%
COc1ccccc1N1CCN(C(=O)c2c(-c3ccccc3Cl)noc2C)CC1,7%,12%,10%,6%,0.44,-0.37,0.22,-0.39,4%,-3%,0.7%,6.2%
COc1nc(N)c(S(=O)(=O)c2ccc(C)cc2)cc1C#N,7%,11%,-5%,9%,-0.056,-0.22,-0.52,0.33,-2%,20%,0.0%,-2.4%
CC12CCC(C/C1=N\N=C1\NC(=O)/C(=C\c3ccc(Cl)cc3)S1)C2(C)C (stereo not drawn),-39%,-2%,3%,6%,-0.21,-0.18,0.16,-0.51,14%,2%,-0.1%,0.9%
COc1ccc(CCNc2nc(C)nc3c2oc2ccccc23)cc1OC,34%,-15%,-14%,-6%,1.1,-0.014,1.1,-1.3,5%,50%,-0.1%,12%
O=C(CCc1ccccc1)C(=O)N1CCCC(C(=O)c2cccc(Cl)c2)C1 (stereo not drawn),-13%,-7%,12%,0%,-0.85,-0.23,-0.54,0.86,-5%,1%,-0.2%,-2.1%
COc1cc(OC)c(C2CC(=O)N3CN(C)CSC3=C2C#N)cc1OC (stereo not drawn),-8%,13%,6%,3%,-0.63,-0.2,-0.17,0.34,82%,-4%,0.4%,1.6%
O=C(Nc1ccc(S(=O)(=O)N2CCCC2)cc1)c1ccc(CN2CCOCC2)cc1,45%,-3%,16%,7%,-0.085,-0.041,0.0061,0.42,-3%,33%,-0.1%,2.6%
Cc1ccc(NC(=O)CN2C(=O)N/C(=C/c3ccc(N4CCOCC4)cc3)C2=O)cc1,-22%,8%,16%,2%,-0.67,-0.2,-0.13,1.1,32%,-24%,0.5%,-6.2%
O=C1c2cccc3cccc(c23)C(=O)N1/N=C/c1ccc(O)cc1O,-27%,-18%,17%,9%,0.52,-0.21,0.4,-0.22,9%,1%,-0.2%,-3.5%
CCNC(=S)Nc1cccc(F)c1C,-29%,-3%[20 µM],5%,-1%,1.4,-0.25,1.6,-0.7,2%,15%,-0.1%,-3.7%
COc1cccc(Nc2nc3ccccc3nc2-n2nc(C)cc2C)c1,5%,-3%,-5%,10%,0.78,-0.061,0.56,-1.3,16%,25%,-0.1%,9.0%
CCSc1nnc(NC(=O)c2cc(OC)c(OC)c(OC)c2)s1,-19%,-17%,-1%,0%,-0.055,-0.22,0.041,0.86,9%,15%,-0.5%,-1.4%
Cc1cccc(NC(=O)c2cc(S(=O)(=O)N3CCC4(CC3)OCCO4)ccc2F)c1,-36%,-24%,/,/,/,/,/,/,5%,-3%,-0.2%,-4.1%
O=C(O)c1ccc(C[n+]2c(-c3ccccc3)csc2Nc2ccccc2)cc1,-10%,-4%,27%,9%,-0.93,-0.32,-0.65,0.64,8%,14%,-0.2%,6.7%
Cc1ccc(OCc2cc(C(=O)NCCn3cccn3)no2)cc1C,-17%,-2%,/,/,/,/,/,/,1%,12%,-0.1%,0.3%
CN(C)CCCNC(=O)CCc1nc2ccccc2c(=O)[nH]1,/,-2%,-6%,1%,-0.99,-0.23,-1.1,0.58,-21%,15%,0.1%,-3.2%
CCOc1ccc(N2C(=O)C3ON(C)C(c4ccc([N+](=O)[O-])cc4)C3C2=O)cc1 (stereo not drawn),1%,12%,-1%,9%,-0.43,-0.21,0.6,-0.015,4%,12%,0.0%,0.2%
CCN(CC)CC(=O)Nc1ccc(/C(C)=N/NC2=NCCN2)cc1,-18%,15%,-10%,5%,1.5,-0.25,0.68,0.2,-6%,16%,0.0%,0.3%
O=C(COC(=O)CCC(=O)c1ccc(Cl)cc1)NCc1ccco1,-10%,3%,3%,3%,-0.61,-0.23,0.058,-0.019,41%,-2%,0.1%,-1.4%
CCCCn1c(N)c(NCC(C)C)c(=O)[nH]c1=O,-27%,-9%,8%,7%,-0.05,-0.19,0.019,-0.32,-1%,6%,-0.2%,5.4%
C=C(C)C(=O)Nc1cccc(C(C)=O)c1,-17%,-15%,2%,6%,-0.082,0.099,0.33,-0.29,0%,-10%,-0.1%,18%
Cn1nnnc1-c1cc(Br)ccc1NC(=O)c1ccccc1,-6%,-23%,-13%,0%,-0.66,-0.51,-0.72,0.61,14%,2%,-0.1%,6.6%
COc1cc(NC(=S)N2CCC(C(N)=O)CC2)cc(OC)c1,13%,6%,-8%,2%,0.19,-0.14,0.25,-0.32,-9%,4%,-0.3%,0.2%

# Compound activity: PubChem BioAssay, several laboratories
